LYP inhibition: LYP phosphatase inhibitors, primary screen, biochemical, DiFMUP fluorescence, recombinant catalytic domain, 10 µM (AID 606). recombinant LYP catalytic domain, DiFMUP fluorescence; higher % means a stronger effect. 52,000 tested, under 10 active. Tyrosine-protein phosphatase non-receptor type 22 (Homo sapiens). inhibition, % at 10 µM, or IC50 in µM where a hit was titrated;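 active = IC50 under 40 µM in the dose-response test; inactive = IC50 of 40 µM or more, or never dose-tested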
HPDE-C7K KRASV12: cytotoxicity in KRAS-transformed pancreatic duct cells, primary screen, cell-based, fluorescence, HTS (AID 431); HPDE-C7K KRASV12 cells, Alamar Blue viability, 48 h; higher % means a stronger effect; one-dose cytotoxicity, % at 10 µM; EC50 in µM for titrated hits; 63,000 compounds, 1.7% hits;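 active = compounds whose percent cytotoxicity in the single-dose primary screen, scaled between solvent and toxic-drug controls, exceeds 50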;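 note: 0% = DMSO solvent wells and 100% = doxorubicin-treated wells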
HPDE-C7 viability: cytotoxicity in HPDE-C7 cells, cell-based, fluorescence, HTS (AID 430); 63,000 compounds, 1.8% hits; cytotoxicity, % at 10 µM; hits with a dose series show EC50 in µM; HPDE-C7 pancreatic duct cells viability, fluorescence; higher % means a stronger effect;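 note: cells exposed to compound for 48 hours before viability readout; 0% = vehicle and 100% = reference cytotoxic drug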
Spn PMK inh: S. pneumoniae PMK inhibitors, primary screen, biochemical, mevalonate pathway, pilot trial included; phosphomevalonate kinase (Streptococcus pneumoniae D39); purified PMK, PK/LDH-coupled NADH absorbance 340 nm; inhibition, % at 10 µM; 65,000 compounds, 0.49% hits; AID 539, 2006;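 active = top-ranked compounds by inhibition in the single 10 µM screen, taking a fixed number of the strongest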;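 note: 0% = full reaction with DMSO carrier and 100% = background rate without enzyme reaction; no value below 0 was filed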
Bfl-1 inhibitors: Bfl-1 inhibitors, primary screen, biochemical, fluorescence polarization, FITC-Bid, mouse (AID 432). 64,000 compounds, 0.02% hits. Bcl-2-related protein A1 (Mus musculus). displacement, % at 20 µM; hits with a dose series show IC50 in µM. FITC-Bid BH3 peptide fluorescence polarization displacement; higher % means a stronger effect; in the data active = a potency from the dose series; inactive = the rest, 99 in 100 with displacement below about 15%; note: strong numbers were not always called active
HT1080 viability: cytotoxicity in HT1080 fibrosarcoma cells, cell-based, fluorescence readout (AID 620) | HT1080 viability, fluorescence; higher % means a stronger effect | 87,000 compounds, 0.42% hits | one-dose cytotoxicity, % at 10 µM; EC50 in µM for titrated hits;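 note: cells exposed to compound overnight then 4 h with Alamar Blue; 0% = vehicle DMSO and 100% = killing control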
MK inhibit: S. pneumoniae MK inhibitors, primary screen, biochemical, PK/LDH-coupled NADH absorbance. mevalonate kinase [Streptococcus pneumoniae D39]. purified MK, PK/LDH-coupled NADH absorbance 340 nm. inhibition, % at 10 µM. 65,000 compounds, 0.48% hits;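 active = ranked among the strongest by inhibition in the single 10 µM screen, a fixed top-ranked set picked for dose follow-up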; note: no value below 0 was filed
Alkaline phosphatase: human TNAP enzyme inhibitors, biochemical, luminescent (AID 518) | Alkaline phosphatase, tissue-nonspecific isozyme (Homo sapiens) | purified TNAP enzyme, luminescent substrate readout; higher % means a stronger effect | inhibition, % at 20 µM, or IC50 in µM where a hit was titrated | 64,000 compounds, 0.09% hits; in the data active = a potency from the dose series; inactive = the rest, 99 in 100 with inhibition below about 22%;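 note: plate controls were vehicle for no effect and reference inhibitor for full effect; many of its hits are not listed in these tables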
DPM-DC inhibit: S. pneumoniae DPM-DC inhibitors, primary screen, biochemical, PK/LDH-coupled NADH fluorescence; diphosphomevalonate decarboxylase (Streptococcus pneumoniae D39); purified DPM-DC; calls only at 10 µM; 65,000 compounds, 0.49% hits; AID 556, 2006;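 active = the 320 compounds with the highest percent inhibition in the single-dose primary screen, excluding strongly autofluorescent ones, cut at about 32% in these data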;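 note: kinetic rate of NADH fluorescence loss reporting ADP formed by the decarboxylase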
Spn PMK inh pilot replicates: recorded beside Spn PMK inh, whose call it bears; inhibition, %; measured here: pilot screen replicates
MK inhibit pilot replicates: recorded beside MK inhibit, whose call it bears; inhibition, %; measured here: pilot screen replicates
DPM-DC inhibit pilot screen %: further read-out of DPM-DC inhibit, marked with its call; inhibition, %; measured here: pilot screen trials
An asterisk follows results filed as active; i = inactive; . = not tested or not shown. Cut-off read from the data, not from the text of the source, unless noted: active = cytotoxicity above about 50%; inactive = the rest.

SMILES | LYP inhibition | HPDE-C7K KRASV12 | HPDE-C7 viability | Spn PMK inh | Bfl-1 inhibitors | HT1080 viability | MK inhibit | Alkaline phosphatase | DPM-DC inhibit | others
Cc1cccc(CN2CCN(CC(=O)NCCCN3CCCC3=O)C2=O)c1 | 20% | -10% | -2% | 19 | -4% | 10% | 0 | 4% | i
COc1ccccc1N1CCN(C(=O)CCNS(=O)(=O)c2ccc3c(c2)CCC(=O)N3)CC1 | 10% | -6% | -7% | 2 | 3% | -8% | 7 | 9% | i | Spn PMK inh pilot replicates=3.5;MK inhibit pilot replicates=0.5;DPM-DC inhibit pilot screen %=3.5
COc1ccccc1NC(=O)c1cc2n(n1)C(C(F)(F)F)CC(c1ccc3c(c1)OCO3)N2 (stereo not drawn) | 9% | 42% | 39% | 14 | 3% | 7% | 2 | 15% | i | Spn PMK inh pilot replicates=0.5;MK inhibit pilot replicates=7.0;DPM-DC inhibit pilot screen %=4.0
Cn1nc(-c2ccc(Cl)cc2)c2cc(C(=O)N3CCC(N4CCCCC4)CC3)sc21 | 3% | 6% | 0% | 19 | 4% | -1% | 9 | 5% | i
COC(=O)c1ccc(CNC(=O)CSc2nnc(COc3ccccc3)n2C)o1 | 0% | 0% | -4% | 9 | -3% | -1% | 7 | 10% | i
CCN(CC)S(=O)(=O)c1ccc(-c2nnc(SCC(=O)N3CCc4ccccc43)o2)cc1 | . | -12% | -7% | 12 | -11% | -7% | 5 | 13% | i
COc1ccc(C)cc1S(=O)(=O)N(CC(N)=O)Cc1ccccc1 | 5% | -2% | -3% | 0 | 2% | -1% | 5 | 12% | i
C=CCOc1ccccc1/C=N/O | 16% | -5% | 1% | 12 | 4% | -5% | 11 | 5% | i
CCOC(=O)c1nc2sc3c(c2c(=O)[nH]1)CCCC3 | 3% | -10% | -30% | 8 | 4% | 0% | 2 | -1% | . | Spn PMK inh pilot replicates=2.5;MK inhibit pilot replicates=0.0
C/C(NC(=O)c1ccccc1F)=C1\C(=O)C[C@@H]2[C@H]1C2(C)C | 7% | -1% | 8% | 1 | -3% | 19% | 0 | 13% | i
CCOC(=O)N1CCN(C(=O)Cn2ncc3c2-c2ccccc2OC3)CC1 | 8% | -3% | -6% | 8 | -7% | -5% | 0 | -3% | i
COc1ccc(Nc2nc3ccccc3c(=O)s2)c(OC)c1 | 20% | 12% | 2% | 14 | -5% | -19% | 8 | 6% | i
COc1cccc(NC(=O)C2C3C=CC4(O3)C2C(=O)N(C2CC2)C4C(=O)NC2CCCCC2C)c1 (stereo not drawn) | 20% | 1% | -12% | 15 | -9% | 1% | 3 | 5% | i
COC(=O)c1ccc(Oc2cc(C)nc(SC)n2)cc1 | -7% | 53%* | 51%* | 2 | -12% | 48% | 5 | 6% | i
CSCCC(NC(=O)c1c(C)oc2c1CCCC2)C(=O)O (stereo not drawn) | 5% | -2% | 3% | 7 | -4% | 1% | 4 | 10% | i
Cc1ccc(S(=O)(=O)NC(=O)Nc2ncc3c(n2)CC(c2ccco2)CC3=O)cc1 (stereo not drawn) | 6% | -11% | 4% | 3 | -1% | 6% | 0 | -5% | i
COc1ccc(OC)c(S(=O)(=O)Nc2ccccc2F)c1 | 10% | 6% | 8% | 9 | -2% | 3% | 7 | 6% | i
COC(=O)CSc1nc(-c2cccs2)ccc1C#N | . | 13% | 30% | 3 | -2% | 0% | 9 | 12% | .
CC(C)CCNc1nc2c(c(=O)[nH]c(=O)n2C)n1CC(O)COC(C)C (stereo not drawn) | 12% | -1% | -16% | 12 | -2% | -8% | 9 | 4% | i
COC(=O)c1sc2ccccc2c1C(=O)OC | 6% | 8% | 0% | 14 | -2% | 0% | 1 | 3% | i
CC(NC(=O)COc1ccccc1)C(c1ccccc1)N1CCN(C)CC1 (stereo not drawn) | . | 2% | 1% | 0 | -3% | 25% | 11 | 10% | i
Cc1cc(C)n2c(SCC(=O)NCc3ccco3)nnc2n1 | 2% | -8% | -4% | 4 | 3% | -7% | 4 | 6% | i
COC(=O)c1c(NC(=O)C2CC=CCC2C(=O)O)sc(C(N)=O)c1C (stereo not drawn) | -8% | 15% | 5% | 6 | 4% | 10% | 3 | 22% | i | Spn PMK inh pilot replicates=1.0;MK inhibit pilot replicates=0.5;DPM-DC inhibit pilot screen %=3.5
Cn1c(NC(=O)CCc2ccccc2)cc(=O)n(C)c1=O | 9% | 9% | 9% | 0 | -1% | 1% | 0 | 2% | i
COc1ccc(CC2NCCC3(O)CCCCC23)cc1 (stereo not drawn) | 15% | 10% | -2% | 9 | 3% | 4% | 0 | 9% | i
CCn1c(NCc2c[nH]c3ccccc23)nc2ccccc21 | -20% | . | . | 9 | . | 5% | 0 | . | i
CCN1CCN(C(=O)C2=C(C(=O)O)CCCC2)CC1 | . | -2% | 3% | 22 | 6% | 11% | 0 | 6% | i
Cc1ccc(CNC(=O)CCS(=O)(=O)c2ccc(Br)s2)o1 | . | -4% | -3% | 9 | -3% | -3% | 3 | 4% | i
O=C(Nc1nnc(C2CCCCC2)s1)c1ccc(Br)s1 | 1% | 16% | 7% | 9 | -5% | 7% | 18 | 2% | i
CCOC(=O)N1CCN(S(=O)(=O)c2cc(Cl)c(OC)cc2Cl)CC1 | . | -1% | -3% | 6 | -4% | -8% | 0 | 14% | i | Spn PMK inh pilot replicates=5.0;MK inhibit pilot replicates=2.0;DPM-DC inhibit pilot screen %=0.0

Nothing new here: two of the compounds above.
SMILES | LYP inhibition | HPDE-C7K KRASV12 | HPDE-C7 viability | Spn PMK inh | Bfl-1 inhibitors | HT1080 viability | MK inhibit | Alkaline phosphatase | DPM-DC inhibit | others
Cc1ccc(CNC(=O)CCS(=O)(=O)c2ccc(Br)s2)o1 | . | -4% | -3% | 9 | -3% | -3% | 3 | 4% | i
O=C(Nc1nnc(C2CCCCC2)s1)c1ccc(Br)s1 | 1% | 16% | 7% | 9 | -5% | 7% | 18 | 2% | i

Next section
SMILES | LYP inhibition | HPDE-C7K KRASV12 | HPDE-C7 viability | Spn PMK inh | Bfl-1 inhibitors | HT1080 viability | MK inhibit | Alkaline phosphatase | DPM-DC inhibit | others
COc1ccc(C2=CC(c3ccc(F)cc3)n3nnnc3N2)cc1 (stereo not drawn) | 12% | -3% | -4% | 0 | -1% | 0% | 0 | 16% | i
N#Cc1c(N)nc2c(c1-c1ccco1)CCCCC2 | 4% | . | . | 10 | . | -5% | 5 | . | i
CCCC(=O)NCCCc1nc2ccccc2n1C | 7% | -14% | -23% | 4 | -2% | -4% | 0 | 0% | i
CCOC(=O)N1CCN(CC(=O)c2ccc3c(c2)CCN3C(C)=O)CC1 | 8% | -6% | -3% | 9 | -7% | -2% | 6 | 6% | i
CCOC(=O)c1ccc(NC(=O)CN2CCN(c3ccccc3)CC2)cc1 | 16% | -1% | 6% | 9 | 3% | 2% | 8 | 10% | i
O=S(=O)(Nc1ccc(-c2nc3ccccc3o2)cc1)c1ccccc1 | 2% | 52%* | 45% | 6 | -3% | -8% | 13 | 4% | i
COc1cccc(-n2nnnc2SCC(=O)N2CCCc3ccccc32)c1 | 2% | 8% | 6% | 19 | -3% | -33% | 7 | 6% | i
COc1ccc(Oc2ccc(S(=O)(=O)N3CCCCC3)cc2S(=O)(=O)N2CCCCC2)cc1 | 9% | 1% | 2% | 0 | 8% | . | 0 | 5% | i
Cc1cc(NC(=O)Cn2nc3c(cc2=O)CCCC3)ccc1Br | -10% | -6% | 13% | 8 | -3% | -4% | 1 | 0% | i
O=C(COC(=O)c1ccccc1F)c1ccc(-n2nncc2-c2ccco2)cc1 | 1% | -10% | 5% | 14 | 2% | 4% | 3 | 4% | i
CS(=O)(=O)c1ccc(N2CCOCC2)c(S(C)(=O)=O)c1 | 8% | -8% | 3% | 3 | 4% | 3% | 12 | 8% | i
O=C(Cn1c(=O)sc2ccccc21)Nc1ccc(S(=O)(=O)N2CCCCC2)cc1 | 17% | . | . | 7 | . | -10% | 4 | . | i
Cc1ccc(CN(CC2CCCO2)C(=O)CN2C(=O)C(C(C)C)Oc3ccccc32)o1 (stereo not drawn) | -5% | 6% | -1% | 19 | -2% | -3% | 2 | 13% | i
Cc1c(C(=O)O)oc2ccc(S(=O)(=O)NCCC3=CCCCC3)cc12 | -4% | 2% | -4% | 15 | 4% | -21% | 0 | 7% | i | Spn PMK inh pilot replicates=0.5;MK inhibit pilot replicates=3.5;DPM-DC inhibit pilot screen %=1.5
Cc1c(C(=O)NCc2cccnc2)oc2ccc(S(=O)(=O)N3CCCCC3)cc12 | 0% | -16% | -13% | 20 | 4% | -13% | 3 | 7% | i | Spn PMK inh pilot replicates=0.0;MK inhibit pilot replicates=1.0;DPM-DC inhibit pilot screen %=0.0
O=C(CN(C(=O)CCC(=O)Nc1ccccn1)c1ccc2c(c1)OCCO2)NCCc1ccccc1 | 10% | -11% | -4% | 5 | -4% | -8% | 6 | 10% | i
CN(C)S(=O)(=O)c1ccc(C(=O)Nc2nnc(Cc3ccccc3)s2)cc1 | -7% | 0% | -8% | 10 | -8% | -10% | 8 | 5% | i
COc1ccc(CC(=O)NCc2cccs2)cc1 | 10% | 16% | 15% | 8 | -4% | 7% | 0 | 7% | i | Spn PMK inh pilot replicates=6.0;MK inhibit pilot replicates=3.0;DPM-DC inhibit pilot screen %=1.5
COc1ccccc1NC(=O)COC(=O)CNC(=O)c1ccc(OC)c(OC)c1 | 11% | 1% | -6% | 19 | -7% | -9% | 4 | 5% | i
CCN1CCCC1CNC(=O)Cn1cccc1C(=O)c1ccccc1C (stereo not drawn) | . | 10% | -5% | 14 | -15% | 0% | 7 | -3% | i
O=C(c1ccc(NS(=O)(=O)c2cccs2)cc1)N1CCCCC1 | -3% | 21% | 9% | 7 | -8% | -8% | 11 | 18% | i | Spn PMK inh pilot replicates=2.0;MK inhibit pilot replicates=1.5;DPM-DC inhibit pilot screen %=0.0
CCOC(=O)c1ccccc1NS(=O)(=O)c1ccc(S(=O)(=O)N2CCCC2)cc1 | -1% | 9% | 4% | 10 | -3% | 1% | 0 | 7% | i
N#Cc1nc(-c2ccco2)oc1N1CCCC1 | . | 1% | -6% | 13 | -1% | 3% | 14 | 9% | .
O=C(NCCN1CCOCC1)c1cccs1 | . | 0% | -28% | 0 | -8% | 4% | 4 | 6% | i
Cc1cccc2cc(CN(Cc3nnnn3C3CCCC3)C3CCCCC3)c(=O)[nH]c12 | 4% | -9% | -7% | 13 | -3% | -1% | 0 | 10% | i | Spn PMK inh pilot replicates=0.0;MK inhibit pilot replicates=1.0;DPM-DC inhibit pilot screen %=0.0
CC(C(=O)Nc1ccccc1F)N1C(=O)c2ccccc2C1=O (stereo not drawn) | . | 6% | -1% | 6 | -8% | 6% | 0 | 3% | i
